# Screening data as filed in PubChem.
# LDHA block = qHTS assay for inhibitors of human lactate dehydrogenase | L-lactate dehydrogenase A chain (Homo sapiens), P00338 | purified LDHA, NADH/diaphorase-resazurin fluorescence; active compounds read low | activity change, % (values are at about 110 or 230 µM) | 480,000 tested, 0.15% active | AID 1347041, 2019; in the data active = activity change below about -30%; inconclusive = mostly about -25% to -30%;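 also: plate controls were DMSO wells for no effect and wells without enzyme for full effect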
#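 Resorufin fluorescence (ex540/em590), read at 0 and 20 min after diaphorase/resazurin addition, reports the NADH left after a 5 min room-temperature reaction of 2 nM human LDH5 with 0.06 mM NADH and 0.2 mM pyruvate.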
# 12-LOX inh = Primary qHTS assay for inhibitors of human arachidonate 12S-lipoxygenase (ALOX12): Round 2; purified 12hLO, xylenol orange hydroperoxide absorbance; Potency, µM (highest dose often 108 µM), for inactives: at the top dose activity change, negative = inhibition, hits mostly inhibitors; 580,000 tested, 1.1% active; AID 1671190, 2021; also: potency is read from the fitted curve at half-maximal effect; % is scaled to controls: 0 for no effect and ±100 for the full control effect
#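 Hydroperoxide product was detected by ferrous iron/xylenol orange as the 573 to 405 nm absorbance ratio. Arachidonic acid at 40 uM (final) was turned over for 30 min at room temperature by 150 nM human 12hLO, pH 7.0 Hepes buffer, after 15 min compound preincubation.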
# APEX1 inh = qHTS Assay for Inhibitors of the Human Apurinic/apyrimidinic Endonuclease 1 (APE1) | recombinant APE1, TAMRA/BHQ-2 abasic DNA cleavage fluorescence | Potency, µM (top dose mostly 65.8 µM), for inactives: at the highest dose activity change, negative = inhibition, most hits filed as inhibitors | DNA repair nuclease/redox regulator APEX1 (Homo sapiens), P27695 | 350,000 tested, 0.35% active;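 also: potency is read from the fitted curve at half-maximal effect; plate controls were vehicle for no effect and reference inhibitor for full effect; nearly all actives have a fitted effect of over 55% in size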
# Target sequence (P27695 whole entry, looked up): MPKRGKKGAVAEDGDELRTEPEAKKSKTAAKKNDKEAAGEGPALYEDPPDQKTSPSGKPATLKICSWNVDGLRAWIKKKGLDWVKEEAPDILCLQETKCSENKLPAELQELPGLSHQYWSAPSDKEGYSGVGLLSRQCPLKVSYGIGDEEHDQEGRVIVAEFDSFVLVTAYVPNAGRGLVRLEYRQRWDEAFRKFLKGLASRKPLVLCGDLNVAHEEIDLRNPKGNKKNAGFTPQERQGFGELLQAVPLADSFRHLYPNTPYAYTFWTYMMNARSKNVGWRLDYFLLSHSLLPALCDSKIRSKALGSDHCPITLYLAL
#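 APE1 at 0.75 nM final was preincubated with compound 15 min at room temperature, then 50 nM double-stranded THF abasic-site substrate (5'-TAMRA/3'-BHQ-2) was added. Fluorescence (ex 525/em 598 nm) was read kinetically; third-minus-first read gave activity.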
# RGS4 inhibitor = Inhibitors of Regulator of G Protein Signaling (RGS) 4: qHTS | 390,000 tested, 0.039% active | Transcreener GDP fluorescence polarization, RGS4-accelerated GTP hydrolysis | AID 504845, 2011 | Potency, µM (highest dose often 114 µM), for the others: top-dose activity change, negative = inhibition, usual class: inhibitors | Regulator of G-protein signaling 4 (Homo sapiens), P49798; also: potency is read from the fitted curve at half-maximal effect; % is scaled to controls: 0 for no effect and ±100 for the full control effect; nearly all actives have a fitted effect of over 75% in size; some results filed as inactive show a strong effect at the top dose
# Target sequence (P49798 whole entry, looked up): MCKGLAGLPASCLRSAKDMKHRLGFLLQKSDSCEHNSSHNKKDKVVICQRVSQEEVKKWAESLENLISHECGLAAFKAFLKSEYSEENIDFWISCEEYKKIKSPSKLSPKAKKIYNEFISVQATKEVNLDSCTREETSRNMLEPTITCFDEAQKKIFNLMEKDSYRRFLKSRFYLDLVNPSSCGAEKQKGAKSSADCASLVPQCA
#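 MLSMR compounds (23 nl, pin-transferred) preincubated 10 min at room temperature with a 500nM (2x) first reagent, then RGS4 at 900nM (2x) plus Transcreener GDP mix added; fluorescence polarization (620/688 nm) read before and after 90 min at 30 °C.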
# POLB inh = qHTS Assay for Inhibitors of DNA Polymerase Beta | 340,000 tested, 1.3% active | P06746 | Pol beta primer extension/strand displacement, fluorescence kinetic | Potency, µM (titrated, usually from 114 µM), for inactives: top-dose activity change, negative = inhibition, actives largely listed as inhibitors; also: potency is read from the fitted curve at half-maximal effect; % is scaled to controls: 0 for no effect and ±100 for the full control effect
#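 Values derive from four-parameter Hill fits of normalized kinetic data: reads at 0 and 10 min following addition of 50 nM substrate to 10 nM Pol beta preincubated 15 min with compound.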
# Pol kappa inh = qHTS for Inhibitors of Polymerase Kappa | DNA polymerase kappa (Homo sapiens), Q9UBT6 | purified Pol kappa, fluorescent DNA synthesis assay, 10 min | Potency, µM (titrated, usually from 107 µM), for the others: top-dose activity, negative = inhibition, most hits filed as inhibitors | 400,000 tested, 0.53% active; also: potency is read from the fitted curve at half-maximal effect; % is scaled to controls: 0 for no effect and ±100 for the full control effect
#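 Enzyme at 10 nM met test compounds for 15 min at room temperature. Substrate addition (50 nM final) began the reaction, which was monitored by fluorescence at 0 and 10 min.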
# Anesthetic bind = qHTS Assay for Identification of Novel General Anesthetics; Ferritin light chain (Equus caballus), P02791; apoferritin/1-aminoanthracene competitive binding, fluorescence; Potency, µM (top dose mostly 77.5 µM), without a hit: at the top dose activity change, negative = displacement, most hits filed as inhibitors; 350,000 tested, 0.074% active; AID 485281, 2010; also: potency is read from the fitted curve at half-maximal effect; % is scaled to controls: 0 for no effect and ±100 for the full control effect; nearly all actives have a fitted effect of over 20% in size
# Target sequence (P02791 2-175 limits assumed): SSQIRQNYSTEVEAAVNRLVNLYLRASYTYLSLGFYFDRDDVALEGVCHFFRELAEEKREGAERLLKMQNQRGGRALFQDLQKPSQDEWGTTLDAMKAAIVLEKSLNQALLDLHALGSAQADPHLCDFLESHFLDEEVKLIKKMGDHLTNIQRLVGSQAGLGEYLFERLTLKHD
#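 Steps: apoferritin (10 uM) was premixed with half-saturated 1-AMA in PBS, compounds were pin-transferred, plates stood 10 min at room temperature, fluorescence was read at 380/535 nm, and curves were fitted with a Hill equation.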
# Pol eta inh = qHTS for Inhibitors of Polymerase Eta; DNA polymerase eta (Homo sapiens), Q9Y253; recombinant Pol eta, fluorescent DNA replication assay; Potency, µM (highest dose often 114 µM), for the others: at the top dose activity change, negative = inhibition, usual class: inhibitors; 390,000 tested, 1.2% active; also: potency is read from the fitted curve at half-maximal effect; % is scaled to controls: 0 for no effect and ±100 for the full control effect
#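 Pol eta (10 nM) was preincubated with compounds for 15 min at room temperature, after which fluorescent replication substrate (50 nM final) was added to start the reaction. Fluorescence was read kinetically at 0 and 10 min.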
# ERG Ets-DNA blk = qHTS for Small Molecule Inhibitors of the ERG Ets/DNA interaction; Transcriptional regulator ERG (Homo sapiens), P11308; 370,000 tested, 0.028% active; fluorescence polarization, His-ERG Ets domain / labelled DNA; Potency, µM (top dose mostly 76.9 µM), inactives show top-dose FP activity, negative = inhibition, usual class: inhibitors; AID 624246, 2012; active = well fitted inhibition curve with a large enough effect in the polarisation, with a control signal flat; inconclusive = small, poorly fitted or top-dose-only effect, or effect the other way, or a change in a side signal; inactive = no such curve, though single readings can be large or run the other way; the % refers to the polarisation;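 also: polarization taken with two DNA probes labelled with fluorescein and Texas red; potency is read from the fitted curve at half-maximal effect; % of control where 0% means no effect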
#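 His-tagged ERG Ets domain (1 uM in the protein solution; 300mM KCl, 50mM Tris-HCl, 1mM EDTA, 1mM DTT, pH 7.5) received compound, then a probe mix of 5 nM fluorescein-DNA and 100nM Texas-615-DNA. Fluorescence polarization was read for both dyes.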
# Starred values were filed as active, the others as inactive; ? = inconclusive; . = not tested or not shown; & = joins results of further samples; [ ] = remark or other dose. Unless noted, calls follow the shape of the dose curve; as a rule, active = well fitted curve in the direction sought with a large enough effect; inconclusive = small, poorly fitted or top-dose-only effect, or another doubt; inactive = no such curve, though single readings can be large; an effect the other way counts as inactive or inconclusive.
Compound,12-LOX inh,Anesthetic bind,POLB inh,Pol eta inh,ERG Ets-DNA blk,Pol kappa inh,RGS4 inhibitor,LDHA block,APEX1 inh
CC(=O)N(C1=C(Cl)C(=O)c2ccccc2C1=O)C1CCCCC1,1.8µM*,-12%,7%,-10%,9%,-13%,-141%,41,-6%
COC(=O)[C@@]1(Cc2ccccc2)[C@H]2c3cc(C(=O)N4CCCC4)n(Cc4ccsc4Br)c3C[C@H]2CN1C(=O)c1ccccc1,-23%,-1%&-4%,-4%,.,.,.,.,.,-8%&-4%
C=CCn1c(SC)nccc1=O,-17%,.,.,-17%,0%,9%,-12%,0,.
C[C@H]1CN=C(N(C)C)N1CCCCc1ccccc1,-53%,.,.,-10%,-7%,-8%,-25%,-10,7%
CC(C)[C@H](NC(=O)c1nn(Cc2ccccc2)c(=O)c2ccccc12)C(=O)O,?,-3%,0%,-11%,0%,-20%,0%,-5,-12%
Cn1c(=O)c2c(nc(CN3CCC(C(N)=O)CC3)n2CCCc2ccccc2)n(C)c1=O,0%,-2%,1%,0%,-19%,6%,10%,-3,-4%
Cc1ccccc1C(=O)N1CCN(c2ccc(NC(=O)c3cccs3)cc2)CC1,1%,-9%,25%,-14%,5%,-3%,-31%,-5,20%
O=C(c1cnc(-c2ccc(Cl)cc2)s1)c1ccc(Cl)cc1Cl,.,-6%,-5%,2%,2%,-17%,18%,1,14%
C/C(=N\NC(=O)c1c(C)nc2ccccn12)c1ccco1,12%,-4%,8%,-9%,5%,-3%,-8%,-2,2%
CCn1cc(/C=C(\NC(=O)c2ccc(OC)c(OC)c2)C(=O)NCCCN2CCOCC2)c2ccccc21,-7%,-14%,24%,-13%,-3%,2%,-11%,2,13%
C[C@]12C=CC(=O)C=C1CCC1C3CC[C@](O)(C(=O)CO)[C@@]3(C)CC3OC312 (some centres undefined),17%,3%,7%,-10%,0%,-11%,?,-10,?
C=CCc1c(C)[nH]c(=O)[nH]c1=O,10%,-2%,-11%,-6%,1%,5%,-22%,0,7%
O=C(c1cccc(NS(=O)(=O)c2cccc(C(F)(F)F)c2)c1)N1CCOCC1,-16%,-10%,23%,-17%,0%,-8%,?,-5,17%
Cc1ccc(S(=O)(=O)N(C)CC(=O)Nc2ccccc2)cc1,-4%,-14%,1%,-9%,4%,-10%,52%,-15,6%
CCOC(=O)c1sc2ncn(CC(=O)Nc3cccc(C)c3)c(=O)c2c1C,-2%,-7%,3%,2%,-3%,-9%,-14%,7,.

# Other results:
Compound,12-LOX inh,Anesthetic bind,POLB inh,Pol eta inh,ERG Ets-DNA blk,Pol kappa inh,RGS4 inhibitor,LDHA block,APEX1 inh
CC/C(=N\NC(=O)c1cccnc1)c1ccc2c(c1)OCCO2,-2%,-20%,2%,-19%,-9%,7%,-39%,0,16%
CCCc1cc(C(=O)Nc2cc(Cl)ccc2O)no1,5%,-1%,-2%,-23%,2%,4%,-6%,-3,25%
Cc1ccc(Cn2c(SCC(=O)NCc3ccccc3)nc3ccsc3c2=O)cc1,-16%,-3%,21%,17%,-2%,-6%[60.1 µM],-16%,-2,.
O=C(Cn1c(=O)oc2ccccc21)Nc1cccc(Cl)c1,13%,-2%,?,-8%,-7%,13%,-7%,-2,9%
CSc1nsc(SCC(=O)Nc2ccc(OC(C)=O)cc2)n1,15%,-8%,2%,-10%,-2%,8%,-5%,0,-2%
CC(C)CCNC(=O)C(c1ccco1)N(CC1CCCO1)C(=O)Cn1nnc2ccccc21 (centres undefined),282%[activator],-5%,25%,-17%,-2%,0%,-3%,-10,-3%
CCSc1nnc(NC(=O)CSc2nc3c(cc2C#N)CCCC3)s1,9%,-18%,1%,6%,.,-4%,1%,-5,2%
Cc1cc(N2CCN(c3ccccc3)CC2)nc(-c2ccccc2)n1,-13%,8%,-20%,-3%,-7%,-14%,29%,0,5%
COc1cccc(NC(=O)N2CCCC2C(=O)NCC(C)C)c1 (centres undefined),-21%,-10%,12%,-12%,1%,8%,-37%,-1,2%
c1cnc(Sc2ccc3nnnn3n2)nc1,1%,-1%,0%,-11%,13%,0%,-19%,0,-7%
Brc1ccc(NCc2nnc3n2CCCCC3)cc1,2%[57.4 µM],2%,14%,-7%,.,-5%[60.1 µM],-2%,-3,10%
C[C@H](OC(=O)NCc1ccc(C(F)(F)F)cc1)[C@@H]1O[C@@]2(C)CCC[C@@H]1O2,-13%,.,.,-21%,-7%,1%,3%,-8,9%
O=C(Cn1cc(C(F)(F)F)cc(Cl)c1=O)NCc1ccc(Cl)cc1Cl,-5%,1%,15%,-16%,10%,-9%,16%,-10,9%
Cn1c(N)c(C(=O)COC(=O)COc2ccc(Br)cc2)c(=O)n(C)c1=O,-4%,.,.,-16%,-6%,-10%,8%,-6,-3%
Cc1ccc(C(=O)/C=C/C(=O)c2ccc(C)cc2)cc1,-16%,-10%,3%,-21%,13%,-7%,-116%,-2,1%

# (next part)
Compound,12-LOX inh,Anesthetic bind,POLB inh,Pol eta inh,ERG Ets-DNA blk,Pol kappa inh,RGS4 inhibitor,LDHA block,APEX1 inh
Cc1c(C)c2ccc(OCC(=O)NC(Cc3c[nH]c4ccc(O)cc34)C(=O)O)c(C)c2oc1=O (centres undefined),?,-8%,-23%,?,3%,-17%,-27%,10,-6%
CC1Cc2ccccc2N1C(=O)CN1CCC(C(N)=O)CC1 (centres undefined),39%[activator],-5%,5%,-1%,-7%,-2%,11%,-3,7%
O=C1NN(c2ccccc2)C(=O)/C1=C\c1ccccc1,?,-4%,1%,-7%,5%,-18%,?,0,39%
Cc1cc(N2CCN(C)CC2)nc2ccc(NC(=O)Nc3ccc(F)cc3F)cc12,?,50%[activator],-1%,-22%,-3%,-13%,-7%,1,.
CSc1ncc2ncn(C3OC(CO)C(O)C3O)c2n1 (centres undefined),10%,-3%,-20%,-7%,8%,1%,9%,-1,1%
COc1ccc(OC)c(NC(=O)CSc2nnc(C3CCCCC3)n2-c2ccccc2)c1,0%[57.4 µM],-5%,-1%,-6%,-4%,-2%,15%[11.4 µM],-1,?
COc1ccc(NS(=O)(=O)c2cccc(C(=O)N/N=C/c3cn(-c4ccccc4)nc3-c3ccc(OC)cc3)c2)cc1,-1%,-6%,3%,-8%,-3%,11%,-18%,1,6%
COc1cc(NC(=O)c2noc3c2CCCC3)c(OC)cc1Cl,29%,-5%,7%,-10%,-1%,-2%,8%,-2,26%
Cn1c(=O)c2c(nc(SCC(=O)Nc3ccc(F)c(F)c3)n2Cc2ccccc2F)n(C)c1=O,-23%&-23%,56%[activator],28%,.,4%,-7%,17%,-1&-10,.
O=c1[nH][nH]c(-c2ccccc2O)c1C(C[N+](=O)[O-])c1ccc(Cl)cc1Cl (centres undefined),?,-16%,-20%,-7%,-4%,-8%,-36%,-2,-3%
CN(NC(=O)Nc1ccc(Cl)cc1)c1ncc(C(F)(F)F)cc1Cl,-16%,.,.,-6%,-15%,-7%,-6%,0,.
COCCCNC(=O)C1CCC(CNS(=O)(=O)c2ccc(Cl)cc2)CC1 (centres undefined),31%[activator],-3%,0%,-2%,5%,-2%,50%,-4,-2%
Cc1cc2oc(C(=O)N(Cc3ccco3)Cc3ccccc3Cl)c(C)c2cc1C,-19%,36%[activator],9%,-22%,1%,-5%,11%,2,.
CCOC(=O)c1cccc(NC(=O)CSc2cc(=O)n(C)c3ccccc23)c1,-29%,3%,-1%,2%,4%,-22%,13%,-9,.

# 5 compounds from above, sorted by heavy-atom count, largest number first.
Compound,12-LOX inh,Anesthetic bind,POLB inh,Pol eta inh,ERG Ets-DNA blk,Pol kappa inh,RGS4 inhibitor,LDHA block,APEX1 inh
Cn1c(=O)c2c(nc(CN3CCC(C(N)=O)CC3)n2CCCc2ccccc2)n(C)c1=O,0%,-2%,1%,0%,-19%,6%,10%,-3,-4%
Cc1cc2oc(C(=O)N(Cc3ccco3)Cc3ccccc3Cl)c(C)c2cc1C,-19%,36%[activator],9%,-22%,1%,-5%,11%,2,.
CCOC(=O)c1cccc(NC(=O)CSc2cc(=O)n(C)c3ccccc23)c1,-29%,3%,-1%,2%,4%,-22%,13%,-9,.
O=C1NN(c2ccccc2)C(=O)/C1=C\c1ccccc1,?,-4%,1%,-7%,5%,-18%,?,0,39%
CCCc1cc(C(=O)Nc2cc(Cl)ccc2O)no1,5%,-1%,-2%,-23%,2%,4%,-6%,-3,25%

# An excerpt, so the mix of outcomes need not match the whole.
